# Assay outcomes: PubChem, Sanford-Burnham Center for Chemical Genomics
# ER stress death = ER stress cell death inhibition; CSM14.1 thapsigargin ER stress survival, ATP luminescence; relative survival (cellular ATP), % at 15 µg/mL (by protocol); 48,000 tested, 0.33% active; AID 1010;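 active means survival measured by cellular ATP above 50% at 15 µg/ml in the first screen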;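 further: cell death triggered by about 15 µM thapsigargin; ATP read 24 h after thapsigargin was added; plate controls were thapsigargin with DMSO for no effect and DMSO without thapsigargin for full effect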
# The depositor's hits bear a star. A portion of the library; count on the stated rates, not on these rows.
Compound	ER stress death
CCN(CC)c1ccc(/C=C2/C(=O)NN(c3ccc(C)c(Cl)c3)C2=O)c(O)c1	4
CC(C)(C)c1cc(C=NN2CCN(Cc3ccccc3)CC2)cc(C(C)(C)C)c1O	8
COc1ccccc1C(=O)N1CCN(C(=O)c2cccs2)CC1	-3
Cc1ccc(OCC(=O)N/N=C\c2ccc[nH]2)cc1	-8
COC(=O)c1cc(Cl)c(NC(=O)COc2ccc(C)cc2C(C)(C)C)cc1OC	8
CCOc1ccc(NC(=O)C(=O)NCc2ccc(C)cc2)cc1	8
COc1cccc2sc(NC(=O)c3ccc(S(=O)(=O)N4CCCCC4)cc3)nc12	6
COc1cccc(N2C(=O)NC(=O)/C(=C/c3ccc(OC)c4ccccc34)C2=O)c1	1
CCOC(=O)C1=C(C)OC(N)=C(C#N)C1c1ccc(OC)cc1OC (stereo unspecified)	2
O=C(Nc1ccc2nn(-c3ccc(Cl)cc3)nc2c1)c1cccnc1	-3

# The list goes on; it opens with the two that closed the last part.
Compound	ER stress death
CCOC(=O)C1=C(C)OC(N)=C(C#N)C1c1ccc(OC)cc1OC (stereo unspecified)	2
O=C(Nc1ccc2nn(-c3ccc(Cl)cc3)nc2c1)c1cccnc1	-3
Cc1ccc(-n2nc3ccc(NC(=S)NC(=O)c4ccc(Cl)cc4)cc3n2)cc1	2
CCCCOc1ccc(NC(=O)C2CC=CCC2C(=O)O)cc1 (stereo unspecified)	2
O=C1c2ccccc2C(=O)C1(Nc1ccc2c(c1)oc1ccccc12)c1ccccc1	9
O=C1c2ccccc2C(=O)N1C/C=C/CN1C(=O)c2ccccc2C1=O	-1
COc1cc(/C=N/n2cnnc2)c([N+](=O)[O-])cc1OCCC(C)C	-2
COc1ccc(C2(CNC(=O)c3cc4ccccc4o3)CCCC2)cc1OC	7
CCOC(=O)c1ccc(NC2=NC(C)(C)Cc3ccccc32)cc1	6
O=C(CCN1C(=O)/C(=C/c2ccccc2)SC1=S)Nc1ncc(Cc2ccccc2Cl)s1	1
CC(=O)N(/C=C1\Sc2ccccc2C1=O)c1ccc(C)cc1	0
COC(=O)C1=C(C)NC2=C(C(=O)CC(c3ccccc3)C2)C1c1ccc(O)c([N+](=O)[O-])c1 (stereo unspecified)	12

# Additional compounds:
Compound	ER stress death
CC(NS(=O)(=O)c1ccc(Cl)cc1)c1ccccc1 (stereo unspecified)	0
COc1ccc(C2C(C(C)=O)=C(O)C(=O)N2CC2CCCO2)cc1OC (stereo unspecified)	2
CCc1c(C#N)c(N)nc(SCC(=O)c2ccc(-c3ccccc3)cc2)c1C#N	0
COc1cccc(/C=N/Nc2nc3nonc3nc2Nc2cccc(C)c2C)c1O	11
NC(=O)NC(c1ccccc1)c1cccnc1 (stereo unspecified)	4
CCN1C(=O)/C(=C/c2ccc(OC(=O)c3cccc(C)c3)c(OC)c2)SC1=S	2
C=CCN1C(=O)/C(=C\c2cc(Cl)c(OCc3ccccc3F)c(OC)c2)SC1=S	4
CN1CCN(c2nc3ccccn3c(=O)c2/C=C2\SC(=S)N(CCc3ccccc3)C2=O)CC1	-2
COc1cc(Cl)cc(/C=N/NC(=O)/C(=C\c2ccc3c(c2)OCO3)NC(=O)c2ccccc2)c1O	5
O=C(c1ccc(N2CCN(C(=O)c3ccccc3)CC2)cc1)c1cccc(F)c1	-2

# Reformatted field by field: three of the compounds above
> COc1ccccc1C(=O)N1CCN(C(=O)c2cccs2)CC1
  ER stress death: -3
> Cc1ccc(OCC(=O)N/N=C\c2ccc[nH]2)cc1
  ER stress death: -8
> COC(=O)c1cc(Cl)c(NC(=O)COc2ccc(C)cc2C(C)(C)C)cc1OC
  ER stress death: 8

# Next section
Compound	ER stress death
COc1ccc(/C=C2\C(=O)NC(=O)N(c3cccc(Br)c3)C2=O)c(OC)c1	4
Cc1ccc(-c2nnc(NC(=O)c3cccs3)s2)cc1	8
Cc1ccc(CNC(=O)C(=O)NCc2ccncc2)cc1	-1
COc1cc(C2C3=C(CC(C)(C)CC3=O)OC3=C2C(=O)CC(C)(C)C3)cc(Br)c1OCc1ccccc1	4
COc1ccc(CN2CCN(C(=O)c3ccc(-c4ccccc4)cc3)CC2)c(OC)c1	129*
CN1/C(=C\C(=O)Nc2ccc(Br)cc2)C(C)(C)c2ccccc21	4
Cc1csc(-c2cc3ccc(O)c(CN4CC5(C)CC4CC(C)(C)C5)c3oc2=O)n1 (stereo unspecified)	5
O=C(NC(=S)Nc1ccc([N+](=O)[O-])cc1)c1ccco1	14
N#CCCn1cc(/C=C2/NC(=S)N(c3ccc(-c4ccccc4)cc3)C2=O)c(-c2ccccc2)n1	27
Cc1ccc(N2C(=O)CSC2c2ccc(Cl)cc2)cc1C (stereo unspecified)	4

# The results go on:
Compound	ER stress death
O=S(=O)(NCc1ccccc1)c1cccc(S(=O)(=O)c2ccccc2)c1	11
O=C1N/C(=N\N=C\c2ccccc2F)SC1Cc1cccc([N+](=O)[O-])c1 (stereo unspecified)	16
CCOC(=O)C1SC(c2ccccc2)C(C#N)C1(O)c1ccccc1 (stereo unspecified)	9
COc1ccc(CSc2nc(C)cc(=O)[nH]2)cc1	12
O=C(Nc1ccccc1C(F)(F)F)c1cc2ccccc2oc1=O	-6
O=C(NCc1ccco1)c1nn2c(c1Cl)NC(c1cccs1)CC2C(F)(F)F (stereo unspecified)	-2
CCOC(=O)C1=C(C)N=C2c3ccccc3C(=O)C2C1c1ccc(Cl)cc1 (stereo unspecified)	-1
CCCCN(C(C)=O)c1ccc(C(=O)O)cc1	15
O=C(CSc1cc(Cl)ccc1Cl)Nc1cccc(Cl)c1	6
Cc1ccc(C(=O)O)cc1NC(=O)C(c1ccccc1)c1ccccc1	8

# Additional compounds follow.
Compound	ER stress death
COc1cccc(C2NC(=O)NC(C)=C2C(=O)OCCc2ccccc2)c1OC (stereo unspecified)	7
CC(C(=O)O)n1c(O)c(/C=C2/C=Nc3ccccc32)sc1=S (stereo unspecified)	11
Cc1ccc(S(=O)(=O)N=C2C=CC(=O)C=C2)c(C)c1	23
Cc1ccc(C(C)C)c(OCC(=O)N/N=C/c2ccncc2)c1	6
CC(C)(C)c1ccc(OCCCCCn2ccnc2)cc1	13
O=Cc1cc(Cl)c(OCc2ccccc2Cl)c(Cl)c1	0
COC(=O)C(=CC(C(=O)OC)C(=O)OC)C(=O)OC	-2
COc1ccc(N2C(=O)c3ccccc3NC2c2ccc(OC)c(Cn3nc(C)c([N+](=O)[O-])c3C)c2)cc1 (stereo unspecified)	-4
COc1ccc(Br)cc1/C=C1\SC(N2CCCC2)=NC1=O	1
Cc1cccc(N2C(=O)/C(=C/c3ccc(C(=O)O)cc3)SC2=S)c1C	5

# The results go on.
Compound	ER stress death
COc1ccc(/C=N\OCC(=O)Nc2oc(-c3ccccc3)c(-c3ccccc3)c2C#N)cc1OC	8
COc1ccc(C(=O)NCC2(c3ccccc3)CCCC2)c(OC)c1	9
CCOc1ccc(N(CC(=O)NCCc2ccc(OC)c(OC)c2)S(=O)(=O)c2ccc(Br)cc2)cc1	-5
CCOc1ccc(NC(=O)c2c(Cl)ccc(Cl)c2OC)cc1	0
COc1cc(OC)c(OC)cc1CN1CCN(Cc2cccn2C)CC1	-2
C/C(=N\OCC(=O)N=Nc1c(O)n(CN2CCCC2)c2ccccc12)c1ccc(C)cc1	-1
CCCc1[nH]n(-c2nc3ccccc3s2)c(=O)c1C=NCCc1ccccc1	2
Cc1ccccc1C(=O)NNC(N)=S	10
Cc1ccc(N(CC(=O)Nc2cccc(Cl)c2C)S(C)(=O)=O)cc1	2
c1ccc(CN=C2CCCc3ccccc3N2)cc1	-11

# Filtered by structure, the compounds so far with a CF3 group.
Compound	ER stress death
O=C(Nc1ccccc1C(F)(F)F)c1cc2ccccc2oc1=O	-6
O=C(NCc1ccco1)c1nn2c(c1Cl)NC(c1cccs1)CC2C(F)(F)F (stereo unspecified)	-2

# Carrying on:
Compound	ER stress death
COc1ccc(N(CC(=O)N2CCCC2)S(C)(=O)=O)cc1	0
CCCCNC(=O)/C(=C/c1ccc(-c2cccc([N+](=O)[O-])c2)o1)NC(=O)c1ccc(OC)cc1	4
CCN1/C(=C\C=C\c2n(CCCS(=O)(=O)[O-])c3cc(C#N)ccc3[n+]2CC)Oc2ccc(-c3ccccc3)cc21	6
CCN(CC)CCCNC(=O)c1ccc(OC)cc1OC	0
O=C1CC(c2ccc(Cl)cc2)CC2=C1C(c1ccccc1[N+](=O)[O-])Nc1ccccc1N2 (stereo unspecified)	26
O=S(=O)(c1ccc(Br)cc1)n1ccc2ccccc21	1
CCN(CC)CC(C(=O)N(CC)CC)P(=O)(c1ccccc1)c1ccccc1 (stereo unspecified)	2
CN(C)c1ccc([N+](=O)[O-])cc1/C=N/NC(=O)CCc1ccccc1O	6
COc1ccc(CCNC(=O)c2ccc(N(Cc3ccc(Cl)cc3)S(C)(=O)=O)cc2)cc1OC	7
O=[N+]([O-])c1ccc(NCCCNS(=O)(=O)c2ccccc2)cc1	2

# Continued.
Compound	ER stress death
CC1(C)CC(NCC(=O)OC2CCCCC2)CC(C)(C)N1	2
C=CCN1C(=O)/C(=C/c2cc([N+](=O)[O-])ccc2OC)SC1=S	13
CCc1ccccc1NC(=O)CN(c1ccccc1OC)S(=O)(=O)c1ccccc1	9
O=C(Nc1nc(C23CC4CC(CC(C4)C2)C3)cs1)c1ccc(F)cc1	0
CC(=O)COc1ccc2c3c(c(=O)oc2c1C)CCCC3	8
COC(=O)c1ccc(C=NN2CCN(Cc3ccccc3)CC2)cc1	14
CCOc1cccc(C2C(C(=O)Nc3ccccc3C)=C(C)NC3=C2C(=O)CCC3)c1 (stereo unspecified)	4
Cc1ccc(OCCCN2CCOCC2)cc1	-2
Nc1nc(Oc2ccc(F)cc2)c(Br)c(=O)[nH]1	8
COc1ccc(Cl)cc1N(CC(=O)Nc1cccc2cccnc12)S(=O)(=O)c1ccc(C)cc1	9

# Continuation.
Compound	ER stress death
C#CCSc1nc2ccccc2n1C(=O)c1cccs1	14
CCCC(=O)Nc1cccc(NC(=S)NC(=O)c2ccccc2Cl)c1	-1
COC(=O)C1=C(C)NC(=O)CC1c1cccc(Cl)c1 (stereo unspecified)	13
Cc1cn(S(=O)(=O)c2ccc(Cl)cc2)c(C)n1	2
Cc1ccc(NC(=O)C2CC2(c2ccccc2)c2ccccc2)cc1 (stereo unspecified)	0
COC(=O)c1ccc(-c2ccc(/C=C3/SC(=S)N(C)C3=O)o2)cc1	2
Brc1cccc(-c2nnc(SCc3ccccc3)o2)c1	5
CC(C)=CC(=O)CC(C)(O)c1ccccc1 (stereo unspecified)	3
COc1ccc(-n2nc3cc(C)c(NC(=O)c4ccc(Cl)cc4Cl)cc3n2)cc1	5
O=C1/C(=C/c2ccc(Br)cc2)SC(=S)N1CCc1ccccc1	5

# Continued.
Compound	ER stress death
CCc1ccc(NC(=O)C(=O)NC2CC(C)(C)NC(C)(C)C2)cc1	-4
C=CCNC(=O)C(=O)NCc1ccc(C)cc1	2
CCC(=O)Nc1cccc(-c2nc3cc(Cl)ccc3o2)c1C	1
CCN1C(=O)C(=Cc2cccn2-c2ccc([N+](=O)[O-])cc2)C(=O)N(CC)C1=S	28
COc1ccc(S(=O)(=O)N2CCCCC2)cc1Br	-1
O=[N+]([O-])c1ccc(Cl)c(S(=O)(=O)NCc2ccccn2)c1	0
COCCCN1C(=O)C(=Cc2c(NCC3CCCO3)nc3ccccn3c2=O)SC1=S (stereo unspecified)	1
O=C(Nc1cccc([N+](=O)[O-])c1)c1ccc(-c2ccccc2)cc1	6
CCc1ccccc1NC(=O)c1ccc2c(c1)OCO2	12
COc1ccc(C2=C(Nc3ccc4oc5ccccc5c4c3)c3ccccc3C2=O)cc1	-2

# More results
Compound	ER stress death
O=C(CSc1ncn[nH]1)NC(c1ccccc1)c1ccccc1	4
O=C(Nc1ccccc1[N+](=O)[O-])c1ccccc1Cl	9
Cc1ccc(OCCOc2ccccc2C=O)cc1C	0
COC(=O)c1ccc(C(=O)OC)c(NC(=O)/C=C/c2ccco2)c1	14
CC1=C(C(=O)Nc2ccc(C)cc2)C(c2cccc3ccccc23)NC(=S)N1 (stereo unspecified)	6
O=C1NC(=S)N/C1=C/c1cc2c(cc1[N+](=O)[O-])OCO2	10
CC(=O)c1cccc(NC(=O)COc2cc(C)ccc2C(C)(C)C)c1	3
CN1CCN(NC(=O)c2ccc([N+](=O)[O-])cc2Cl)CC1	19
CSC1=[N+](c2ccccc2)C(O)C(C)CN1 (stereo unspecified)	5
C=CCN(CC=C)C(=O)c1ccccc1NC(=O)c1ccccc1C	-2

# (cont.)
Compound	ER stress death
Cc1cc(/C=C2\C(=O)NC(=S)N(c3ccccc3F)C2=O)c(C)n1-c1cccnc1	24
CC1=C(C(=O)OC2CCCCC2)C(c2cccc3ccccc23)C2=C(CCCC2=O)N1 (stereo unspecified)	1
NC(=O)NC(Cc1ccccc1)c1ccccc1 (stereo unspecified)	2
O=C(CCc1n[nH]c(=O)[nH]c1=O)N/N=C/c1c[nH]c2ccccc12	5
COc1ccc(NC(=O)c2ccc(OC3CSC3)cc2)cc1	5
CC(C)c1ccc(/C=C/C(=O)NCc2cccnc2)cc1	12
Cc1ccc(C)c(OCCCCCCn2ccnc2)c1	8
CSc1nnc(-c2cccc(NC(=S)NN)c2)o1	1
c1ccc(CN2CCC(N3CCN(Cc4ccncc4)CC3)CC2)cc1	-1
COC(=O)c1c(N)sc(C(=O)Nc2ccc(C)cc2)c1C	-14

# Continuation:
Compound	ER stress death
C=CCOc1ccc(/C=C2\C(=O)N(c3cccc(C(=O)O)c3)N=C2C)cc1OC	12
COc1cc(NC(=O)COc2ccc(Br)cc2C(C)(C)C)c(OC)cc1Cl	12
O=C(Nc1nc2sc3c(c2c(=O)s1)CCCC3)c1ccc([N+](=O)[O-])cc1	17
COc1ccc(/C(C#N)=C\N2CCOCC2)c(OC)c1	6
